Screening data (PubChem BioAssay)
PDI inh = blocks human protein disulfide isomerase activity | PDI insulin aggregation turbidity, A650, 90 min | inhibition, % at 10 µM | P07237 | 0.052% of 350,000 active;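 active means mean inhibition across replicates of 30% or more, whatever share of single replicates reach that level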;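 further: absorbance from insulin aggregation driven by PDI reduction with DTT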
Target sequence (P07237 whole entry, looked up): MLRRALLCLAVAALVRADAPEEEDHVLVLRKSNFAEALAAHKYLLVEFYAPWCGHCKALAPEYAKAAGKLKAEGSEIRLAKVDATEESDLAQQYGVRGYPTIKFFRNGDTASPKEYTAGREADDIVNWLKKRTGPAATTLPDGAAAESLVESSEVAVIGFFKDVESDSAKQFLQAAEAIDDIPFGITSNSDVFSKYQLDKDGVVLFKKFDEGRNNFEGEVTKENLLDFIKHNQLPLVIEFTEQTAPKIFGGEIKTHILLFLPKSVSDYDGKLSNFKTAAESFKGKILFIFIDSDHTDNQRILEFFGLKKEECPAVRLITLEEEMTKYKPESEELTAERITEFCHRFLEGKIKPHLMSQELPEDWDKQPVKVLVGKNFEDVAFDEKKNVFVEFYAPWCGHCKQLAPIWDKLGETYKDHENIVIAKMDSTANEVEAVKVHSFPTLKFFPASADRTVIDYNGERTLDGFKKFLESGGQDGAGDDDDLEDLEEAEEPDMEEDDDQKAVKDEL
MITF TRPM1 inh = MITF TRPM1 promoter inhibition in SK-MEL-5 cells; 0.83% of 330,000 active; inhibition, % at 12.5 µM; AID 488899; SK-MEL-5 TRPM1 promoter luciferase, 24 h;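 active means mean inhibition across replicates of 60% or more, whatever share of single replicates reaches that level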; further: values of inactives mirror those of a sister screen read the other way
NR2E3 ag-1 = NR2E3 (human) agonism; inhibition of corepressor binding, % at 4.78 µM; GST-NR2E3/biotin-RetCOR TR-FRET, 1536-well; 0.12% of 320,000 active; AID 2300;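 active means percent inhibition above the cutoff of mean plus 3 SD of all tested compounds, set per screening campaign, cut at about 20% in these data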;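 further: 0% = DMSO wells and 100% = biotin wells as full block of FRET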
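Material: NR2E3–RetCOR corepressor complex / Amount: 1.35 nM GST-NR2E3 / Medium: Tris pH 7.5 / Compound: single nominal compound dose of 4.8 µM / Incubation: 5 h at 4 °C / Technique: TR-FRET, Eu(K)-anti-GST donor, streptavidin-D2 acceptor, ex 340, em 617/671 nm / Read-out basis: percent loss of FRET ratio relative to control wells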
hiPSC survival = enhancers of human iPSC single-cell survival; hiPSC single-cell survival, ATPlite luminescence; 100% = ROCK inhibitor wells, 0% = DMSO; survival enhancement, % at 20 µM; 0.044% of 360,000 active; in the data active means survival enhancement above about 18%;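 further: cells exposed to compounds for 16 hours before the ATP read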
NR2E3 ag-2 = human photoreceptor-specific nuclear receptor agonism. inhibition of corepressor binding, % at 3.98 µM. Q9Y5X4. CHO-S Gal4-NCOR/VP16-NR2E3 two-hybrid, luciferase. AID 602229. 0.35% of 360,000 active;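 active means inhibition above the mean of all tested compounds plus 3 SD, cut at about 70% in these data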;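 further: 0% = DMSO with NR2E3 transfected cells and 100% = cells lacking NR2E3 construct; higher means lower luciferase signal from less NR2E3 corepressor binding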
Peg3 promoter = reduces Peg3 promoter-driven luciferase expression in HeLa; HeLa PEG-Prom luciferase reporter, luminescence, overnight; inhibition, % at 20 µM; 1.7% of 360,000 active; AID 588405;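 active means inhibition of at least 50% at 20 µM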
m5-HT2A agonist = activates the mouse 5-HT2A serotonin receptor | P35363 | CHO-K1 mHTR2A beta-arrestin complementation, luminescence; percent of 30 µM serotonin response | activation, % at 7.6 µM | AID 624169 | 0.66% of 360,000 active;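 active means activation above a run cutoff, the mean activation of all tested compounds plus 3 SD, cut at about 14% in these data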;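 further: 0% = plate median of compound wells and 100% = 30 µM serotonin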
Target sequence (P35363 whole entry, looked up): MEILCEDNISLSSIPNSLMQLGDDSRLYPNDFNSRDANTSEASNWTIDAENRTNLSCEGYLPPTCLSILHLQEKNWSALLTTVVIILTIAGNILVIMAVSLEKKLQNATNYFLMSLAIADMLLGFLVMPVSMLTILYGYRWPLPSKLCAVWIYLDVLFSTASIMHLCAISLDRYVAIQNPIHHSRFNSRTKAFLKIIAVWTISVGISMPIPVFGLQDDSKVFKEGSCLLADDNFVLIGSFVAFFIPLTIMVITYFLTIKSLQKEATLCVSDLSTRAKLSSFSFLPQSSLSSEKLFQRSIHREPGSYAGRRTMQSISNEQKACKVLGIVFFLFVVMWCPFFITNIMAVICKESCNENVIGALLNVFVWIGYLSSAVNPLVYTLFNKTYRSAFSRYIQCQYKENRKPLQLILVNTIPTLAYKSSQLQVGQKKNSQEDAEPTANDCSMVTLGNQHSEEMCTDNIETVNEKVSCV
CaV13 FRET inh = Disruptors of the CACNA1D IQ motif to Ca2+-dependent inactivation inhibitor domain association, primary screening, Förster resonance energy transfer in intact living … | HEK cells, CFP/YFP FRET ICDI-IQ, plate reader, 10 min; percent FRET-ratio fall versus neutral wells | inhibition, % at 12.3 µM | 0.098% of 340,000 active | AID 743397;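 active means mean replicate inhibition of at least 30% and at least 1% of replicates passing that level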;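 further: 0% = median of the neutral control wells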
HIF-2a block = inhibitors of HIF-2a | 786-0 RCC cells HIF-2a reporter, luciferase luminescence, overnight | inhibition, % at 18.8 µM | 0.72% of 360,000 active | AID 624352;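 active means inhibition of the luminescence signal of 40% or more relative to plate controls, in a single-dose primary screen at 18.75 µM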
Shn3 inh set2 = Schnurri-3 reporter inhibition in Clone20 osteoblasts; 0.52% of 360,000 active; inhibition, % at 12.5 µM; Clone20 osteoblast Shn3 3'UTR firefly luciferase, 24 h; AID 588674;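 active means mean inhibition of at least 75% with every replicate also reaching 75%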;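 further: 0% = median of neutral control wells and 100% = pilot-screen positive control compound; some compounds past the cut are filed as inactive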
H9c2 protect = myocardial damage modulation in H9c2 cells; protection from H2O2 cell death, % at 20 µM; H9c2 cardiomyocytes, H2O2 injury protection, ATPLite, 2 h; 0.63% of 360,000 active;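 active means compounds giving at least 50% protection of heart cells from peroxide-induced death in the single-dose screen, raw or plate-pattern-corrected value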;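 further: 0% = DMSO wells with peroxide and 100% = DMSO wells without peroxide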
Numbers without * were called inactive; · = not tested or not shown.

Sample of the layout, two compounds:
SMILES	PDI inh	MITF TRPM1 inh	NR2E3 ag-1	hiPSC survival	NR2E3 ag-2	Peg3 promoter	m5-HT2A agonist	CaV13 FRET inh	HIF-2a block	Shn3 inh set2	H9c2 protect
CCCCOCCCNC(=O)CC(C)c1ccccc1 (configuration not stated)	-5	-7	-2	2.4	-4	0	1	-5	17	15	-5
CC(C)(C)S(=O)(=O)/C(C#N)=C/Nc1ccccn1	-5	9	1	0.3	-1	10	3	-2	9	-23	7

All compounds of this part (from the top)
SMILES	PDI inh	MITF TRPM1 inh	NR2E3 ag-1	hiPSC survival	NR2E3 ag-2	Peg3 promoter	m5-HT2A agonist	CaV13 FRET inh	HIF-2a block	Shn3 inh set2	H9c2 protect
CCCCOCCCNC(=O)CC(C)c1ccccc1 (configuration not stated)	-5	-7	-2	2.4	-4	0	1	-5	17	15	-5
CC(C)(C)S(=O)(=O)/C(C#N)=C/Nc1ccccn1	-5	9	1	0.3	-1	10	3	-2	9	-23	7
CN(Cc1ccccc1)S(=O)(=O)c1ccc2c(c1)NC(=O)CC(=O)N2	-19	10	-2	0.2	-10	9	1	-8	23	-1	3
Cc1nn(Cc2ccc(F)cc2)c(C)c1NC(=O)c1cc(-c2ccc3c(c2)OCO3)on1	-5	8	0	·	-1	·	2	-3	·	42	·
Cc1ccc(S(=O)(=O)NC2=NCN(C3CCN(Cc4ccccc4)CC3)CN2)cc1	-6	5	1	-3.3	-32	10	-1	-5	15	-13	16
NC(=O)c1cnn(-c2ccc3ccccc3c2)c1N	2	-7	0	-0.3	-25	-113	4	-6	-139	-43	-3
CC1=C(C(=O)OCc2ccccc2)C(c2ccc(-c3ccccc3)cc2)NC(=O)N1CCCCCC(=O)O (configuration not stated)	9	-16	4	4.5	18	13	-1	-10	22	0	2
CCNC(=O)COC(=O)CCC(=O)c1ccc(F)cc1	4	7	-4	-0.6	-28	12	-4	-7	15	-7	4
COCCCNC(=O)C1CCC(CNS(=O)(=O)c2ccc3c(c2)CC(C)N3C(=O)C2CC2)CC1 (configuration not stated)	-7	3	3	0.3	-5	0	2	-4	9	20	-4
CC1CCCN(CC(=O)NC(=O)NC2CCCCC2)C1 (configuration not stated)	-5	-18	4	-0.5	-13	-15	5	-5	-17	-12	6
Cc1ccc(C(=O)Nc2ccc(N3CCOCC3)nc2)cc1	-16	-8	-2	0.2	-70	-66	3	-5	-98	-27	5
COC(=O)CNC(=O)CN1C(=O)N(c2ccc(Cl)cc2)C(N(O)C(=O)Nc2ccc(Cl)cc2)C1(C)C (configuration not stated)	-4	-6	3	-2.7	6	17	-1	-3	9	-3	-8
Cc1ccc(N(CN2CCCC2=O)C(=O)c2ccc(OC(C)C)cc2)cc1	-2	32	1	0.0	-27	-14	-4	-5	-6	12	-4
N#C/C(=C\c1c(Cl)cccc1Cl)c1nn(-c2ccccc2)c(-n2cccc2)c1C#N	-1	9	2	-0.7	34	20	10	-5	16	18	0
NC(=O)c1nn(-c2ccccc2)c(=O)cc1O	1	8	-1	1.9	-1	-6	1	·	14	3	6
CC1(C)N=C(/C=N/O)CN1O	14	-8	0	-1.5	-2	-1	-1	0	15	5	11
CC(=O)Nc1cccc2c1OCCO2	-3	1	1	4.1	-16	0	-3	-5	16	-1	0
CC1(c2ccc(OC(F)F)cc2)NC(=O)N(/N=C/c2c(O)ccc3ccccc23)C1=O (configuration not stated)	-5	8	3	6.8	-18	10	-3	-4	8	-6	21
Cc1ccc(CNC(=O)c2ccc(CS(=O)(=O)c3ccccc3)o2)cc1	1	1	-2	-0.1	22	1	8	-2	-7	13	-4
CC(Oc1ccc(S(=O)(=O)N2CCCC2)cc1[N+](=O)[O-])C(=O)N(C)c1ccccc1 (configuration not stated)	-2	-5	2	1.0	10	23	0	-7	5	4	-1
Cc1noc(C)c1NC(=O)Nc1cccc2c1O[C@@H](CN(C)Cc1ccc3c(c1)OCO3)[C@@H](C)CN([C@H](C)CO)C2=O	-8	0	·	-3.7	-1	5	-1	-8	12	-53	6
CN(CC(=O)Nc1ccc(N2CCOCC2)cc1)C(=O)c1ccc(O)c(Cl)c1	8	6	-2	0.0	7	-2	-1	-2	10	-4	-2
COc1ccc(C(=O)/C=C/C(=O)N(CC(=O)NC2CCCCC2)Cc2ccc(F)cc2)c(O)c1	7	99*	·	-3.9	2	102*	0	-7	64*	14	-32
COCCn1c(SCC(=O)Nc2cc(C)on2)nnc1C(C)C	-7	-4	4	0.2	13	12	-2	-3	11	1	2
CC(C)(/C=N/O)/[N+]([O-])=C/c1ccccc1C(F)(F)F	16	-1	0	-4.2	1	16	3	·	17	-2	9
O=C(O)/C=C\C(=O)Nc1cccc(C(=O)Nc2cccc(O)c2)c1	-2	0	5	-2.3	-45	6	2	-6	10	-8	-4
O=C(Nc1cccc(Cl)c1)Nc1cc(S(=O)(=O)N2CCOCC2)ccc1N1CCCC1	4	-11	-3	-1.6	-20	29	0	-5	16	16	-2
CCN=C(NCC)SC1CC(=O)N(c2ccc(OC)cc2)C1=O (configuration not stated)	-2	-8	1	-1.0	-10	-3	5	-8	13	1	5
O=C(CSc1n[nH]c(=O)n1C1CC1)N1N=C(c2ccc(Cl)cc2)CC1c1ccco1 (configuration not stated)	-2	7	2	0.3	-1	20	0	5	9	-3	-1
O=C1CC(c2c[nH]c3ccccc23)C(=O)N1 (configuration not stated)	-6	11	0	10	-15	13	7	-6	13	15	0
COc1ccc(CNC(=O)COC(=O)/C=C/c2cccs2)cc1	-19	-9	-2	1.4	-14	-21	6	-4	-24	-3	2
Cc1cc(NC(=O)COC(=O)C2CCN(S(=O)(=O)c3ccccc3)CC2)c([N+](=O)[O-])cc1C	-9	12	2	-0.3	-18	14	-1	-11	5	2	1
O=C(CCc1nc2ccccc2c(=O)[nH]1)Nc1cc(C(F)(F)F)ccc1N1CCOCC1	4	6	1	0.2	-24	26	0	-5	22	14	19
N#CC1=C2N=C(N)c3ccccc3N2C2=C(C(=O)CCC2)C1c1ccc(F)cc1 (configuration not stated)	3	5	-3	-0.5	-32	23	5	-4	22	·	9
CCCCCCNc1nc(NCc2ccco2)nc(OCC)n1	-4	2	-1	-0.5	-13	9	1	-4	-4	1	-10
CC1(C)Cc2c(sc(NC(=O)C(=O)N3CCOCC3)c2C#N)CO1	-10	11	0	-0.1	-7	1	5	-3	4	-5	9
O=C(NCCCN1CCN(CCCNC(=O)c2cccc([N+](=O)[O-])c2)CC1)c1cccc([N+](=O)[O-])c1	-1	4	4	0.8	-5	-4	-2	-16	5	-4	2
NC(=S)Nc1nc2ccccc2s1	-1	-4	-4	-0.8	-20	-91	-4	-6	-166	-80	-3
O=C(CN(Cc1ccc2c(c1)OCO2)C(=O)CNC(=O)c1ccco1)NC1CCCCC1	0	4	1	2.0	-17	1	1	-5	20	-3	3
COc1cc(/C=N/NC(=O)c2ccc(-n3cccc3)cc2)ccc1O	7	-24	-3	-1.4	1	-11	-5	-16	-11	-39	24
CC(C)(C)SCCNC(=O)Nc1ccccc1	-2	-28	-3	0.1	-32	-101	2	-3	-91	-28	3
CC1=C(C(=O)N(C)C)CC(CC(=O)NC(c2ccccc2)c2ccccc2)C(=O)N1Cc1ccc(F)cc1 (configuration not stated)	-7	·	·	-1.9	6	0	1	-6	-7	-2	10
Cc1cc(OCC(=O)c2ccc(F)cc2)ccc1N1C(=O)CCC1=O	4	-7	2	-4.0	-3	1	6	·	12	12	15
Cc1ccc(CN2C(=O)N/C(=C/c3cc(C)n(-c4ccccn4)c3C)C2=O)cc1	-3	-17	-5	0.9	-14	-64	0	-5	-91	0	6
O=C(C1CCC(CNS(=O)(=O)c2ccccc2)CC1)N1CCCCC1 (configuration not stated)	-4	13	-1	0.5	-13	3	-3	-20	5	13	-1
Cc1cc(C)c(/C=C(\C#N)C(N)=S)c(C)c1	-5	-3	-2	-0.1	-15	-2	-5	10	9	-2	-9
C[C@H]1CN([C@@H](C)CO)C(=O)c2cccc(NC(=O)Nc3ccc(C(F)(F)F)cc3)c2O[C@@H]1CN(C)S(=O)(=O)c1ccccc1	6	14	·	0.2	-69	12	2	-5	-38	15	-2
NS(=O)(=O)c1ccc(CCNC(=O)c2ccc(C(=O)c3ccccc3)cc2)cc1	-14	15	0	-0.4	-15	9	-7	-7	18	7	-1
Cc1ccc(/C=c2\sc3nc(-c4ccccc4Br)nn3c2=O)o1	0	1	1	2.3	-17	25	-1	-5	2	4	7
COc1ccc(C(=O)Nc2nnc(S(=O)(=O)N3CCOCC3)s2)cc1	8	16	6	0.8	-35	3	1	-6	10	5	-4
O=[N+]([O-])c1ccc(C(=S)N2CCC(Cc3ccccc3)CC2)cc1	15	-3	-3	-0.5	-12	15	-5	-2	22	-1	-4
CCc1ccc2c(c1)/C(=N/OC)C(=O)N2	-3	15	2	-2.0	27	-6	2	-2	11	13	9
O=C(CC(=O)N/N=C/c1ccccc1)NCc1ccccc1	-9	-1	3	0.9	-24	7	-3	-5	17	10	-2
COc1cc(/C=C2\OC(=O)c3c(OC)cccc32)ccc1O	-3	-38	3	-2.8	-110	-318	-3	2	-221	-51	20
C=CCNC(=O)C(C#N)c1nc2ccccc2nc1N1CCCCCC1 (configuration not stated)	6	6	-2	1.0	-12	11	-4	·	1	13	2
CC1(C)CC(=O)C=C(Nc2ccc(C(=O)O)c(O)c2)C1	3	-4	2	-0.6	-5	-8	1	-4	-6	0	-1
COc1ccccc1-c1ccc2nnc(SCC(=O)N3CCCC3)n2n1	-9	10	1	-0.4	19	-14	0	-13	-4	-7	0
O=C(COC(=O)Cc1ccsc1)Nc1cccc(Cl)c1	-2	-2	-1	-1.0	-11	12	2	-2	0	-10	4
O=C(Nc1cnn(Cc2ccc(F)cc2)c1)c1cc(-c2ccco2)on1	-3	-5	-7	-0.9	-9	-13	-1	-6	-50	-11	-16
Cc1ccc(NC(=O)C2C(c3ccccc3)C2(Cl)Cl)c(C)c1 (configuration not stated)	-7	12	1	4.1	16	-5	1	·	-20	16	-6
C/C(=N\NC(=O)c1ccccc1)c1c(C)[nH]n(-c2ccccc2)c1=O	-1	20	3	1.4	-88	25	-2	-2	5	34	36
Cc1ccccc1NC(=O)Cc1cn(C)c2ccccc12	-6	8	3	0.0	-40	-37	-5	-5	-10	21	2

4 compounds from above, sorted by their value in Peg3 promoter, largest number first.
SMILES	PDI inh	MITF TRPM1 inh	NR2E3 ag-1	NR2E3 ag-2	Peg3 promoter	m5-HT2A agonist	CaV13 FRET inh	HIF-2a block	Shn3 inh set2
C/C(=N\NC(=O)c1ccccc1)c1c(C)[nH]n(-c2ccccc2)c1=O	-1	20	3	-88	25	-2	-2	5	34
C[C@H]1CN([C@@H](C)CO)C(=O)c2cccc(NC(=O)Nc3ccc(C(F)(F)F)cc3)c2O[C@@H]1CN(C)S(=O)(=O)c1ccccc1	6	14	·	-69	12	2	-5	-38	15
O=C(CC(=O)N/N=C/c1ccccc1)NCc1ccccc1	-9	-1	3	-24	7	-3	-5	17	10
Cc1ccc(NC(=O)C2C(c3ccccc3)C2(Cl)Cl)c(C)c1 (configuration not stated)	-7	12	1	16	-5	1	·	-20	16
